Source: PubChem BioAssay (several laboratories)
CSN inh = inhibitors of human CSN-mediated cullin deneddylation; AID 651999; 360,000 tested, 0.38% active; Purified CSN, SCF-Nedd8-OG deneddylation, fluorescence polarization; Q92905; inhibition, % at 12.5 µM;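 active means pattern-corrected inhibition above about 35%, with an unprinted fluorescence ratio check between 0.5 and 1.5, limit read from the data, passing the limit was not always enough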;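 further: 0% = enzyme with substrate and 100% = substrate without enzyme; some results filed as inactive read as strong as hits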
Target sequence (Q92905 whole entry, looked up, one chain of several): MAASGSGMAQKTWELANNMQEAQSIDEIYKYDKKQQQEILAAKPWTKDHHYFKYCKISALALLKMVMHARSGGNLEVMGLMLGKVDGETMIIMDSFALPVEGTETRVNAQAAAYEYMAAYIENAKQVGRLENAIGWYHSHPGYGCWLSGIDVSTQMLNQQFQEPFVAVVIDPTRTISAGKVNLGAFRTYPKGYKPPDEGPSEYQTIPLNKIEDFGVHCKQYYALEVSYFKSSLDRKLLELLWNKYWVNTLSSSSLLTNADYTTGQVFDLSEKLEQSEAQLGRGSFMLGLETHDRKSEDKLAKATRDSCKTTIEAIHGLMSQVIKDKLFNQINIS
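test system = HEK293T-derived human Csn5 enzyme | amount = 0.24 nM Csn5 enzyme, final concentration | medium = Tris/NaCl/DTT buffer, pH 7.5 | schedule = 90 min reaction at room temperature | signal = FP | evaluation = inhibition of Csn5 cleavage, % | compound dosing = single dose of 12.5 µM compound with 0.25% DMSO | probe or stimulus = 10 nM SCFSkp2-Nedd8OG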
Rin1-Abl PPI inh = blocks binding of human Rin1 to Abl | P00519+Q13671 | 360,000 tested, 0.4% active | TR-FRET Rin1/Abl binding, biochemical | inhibition, % at 7.35 µM; in the data active means inhibition above about 5%, passing the limit was not always enough
PABP1 MLLE inh = blocks PAM2 peptide binding to the PABP1 MLLE domain; P11940; GST-MLLE / FITC-PAM2 fluorescence polarization; inhibition, % at 20 µM; 360,000 tested, 0.36% active; AID 588489; in the data active means inhibition above about 35%, passing the limit was not always enough;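 further: plate controls were DMSO wells with GST-MLLE for no effect and wells lacking GST-MLLE protein for full effect; some results filed as inactive read as strong as hits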
FAS TE block = blocks the thioesterase domain of human fatty acid synthase; 360,000 tested, 0.67% active; P49327; inhibition, % at 15 µM; AID 602261; recombinant FAS-TE, OMFH fluorogenic substrate, fluorescence endpoint;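 active means compounds whose normalised, plate-corrected inhibition of enzyme fluorescence in the single-dose primary screen is 50% or more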;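 further: 0% = DMSO with enzyme and 100% = substrate without enzyme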
NadD block = blocks S. aureus nicotinate mononucleotide adenylyltransferase; inhibition, % at 20 µM; purified NadD enzyme, colorimetric absorbance read-out; 360,000 tested, 0.78% active; in the data active means inhibition above about 26%; further: some compounds past the cut are filed as inactive
Neddyl block = blocks human cullin neddylation. 360,000 tested, 0.58% active. TR-FRET cullin neddylation, biochemical. calls only at 25 µM; in the data active means inhibition above about 36%
Target sequence (P61081 whole entry, looked up): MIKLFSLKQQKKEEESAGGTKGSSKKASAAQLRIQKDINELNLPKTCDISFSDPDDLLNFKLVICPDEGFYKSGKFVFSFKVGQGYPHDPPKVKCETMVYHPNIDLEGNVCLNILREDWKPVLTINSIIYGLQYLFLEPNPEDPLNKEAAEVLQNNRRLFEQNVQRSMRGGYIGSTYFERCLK
Target sequence (Q13564 whole entry, looked up): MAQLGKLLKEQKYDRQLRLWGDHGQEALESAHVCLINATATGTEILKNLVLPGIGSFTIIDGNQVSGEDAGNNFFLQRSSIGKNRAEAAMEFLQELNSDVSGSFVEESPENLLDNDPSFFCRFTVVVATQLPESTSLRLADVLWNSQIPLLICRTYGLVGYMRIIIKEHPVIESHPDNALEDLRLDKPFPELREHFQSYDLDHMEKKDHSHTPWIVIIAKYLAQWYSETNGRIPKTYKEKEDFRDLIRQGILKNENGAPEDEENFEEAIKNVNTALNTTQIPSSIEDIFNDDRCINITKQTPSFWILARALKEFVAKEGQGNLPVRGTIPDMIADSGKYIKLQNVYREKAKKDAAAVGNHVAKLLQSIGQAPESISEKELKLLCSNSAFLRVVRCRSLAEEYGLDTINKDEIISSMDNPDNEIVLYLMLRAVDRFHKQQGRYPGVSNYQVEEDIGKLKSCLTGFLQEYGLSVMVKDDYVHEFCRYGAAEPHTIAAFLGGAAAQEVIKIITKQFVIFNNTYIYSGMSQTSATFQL
SKN-1 inh = blocks SKN-1 activity in C. elegans. AID 624304. 360,000 tested, 0.49% active. inhibition, % at 21.8 µM. C. elegans VP596 Pgst-4::GFP/RFP ratio, acrylamide-induced, 24 h;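 active means interference check ratio from 0.5 to 1.5 plus GFP to RFP signal ratio inhibition reaching or exceeding a fixed threshold, cut at about 30% in these data, passing the limit was not always enough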; further: some compounds called inactive have numbers as strong as hits
MT1-MMP act inh = MT1-MMP (human) activation inhibition | HT1080 RFP-PRO-GFP cells, GFP/RFP ratio fluorescence, overnight; percent of plate control window, DMSO zero | GFP/RFP ratio change, % at 20 µM | P50281 | 360,000 tested, 0.061% active;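 active means GFP/RFP ratio change of at least 30% with cell ATP level not reduced by more than half and red fluorescence within 50% of control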; further: strong numbers were not always called active
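Material: RFP-PRO-GFP reporter HT1080 cells. Dosing: single-point 20 µM compound, 1% DMSO. Controls: DMSO and RFP-L50D-GFP cell wells. Timing: cells overnight before dosing, compound overnight, 37 °C, 5% CO2. Measure: GFP/RFP fluorescence ratio.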
Rpn11 block = blocks the human proteasome subunit Rpn11 | O00487 | human 26S proteasome, Ub4-pepOG fluorescence polarization; 20S core pre-blocked with epoxomicin | calls only at 20 µM | 360,000 tested, 0.59% active | AID 588493;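 active means inhibition at 20 µM, scaled to each plate's controls, above about 33%, limit read from the data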
Numbers without * were called inactive; i = inactive; nt = no result given; + = active, no number.

Each structure is followed by: CSN inh, Rin1-Abl PPI inh, PABP1 MLLE inh, FAS TE block, NadD block, Neddyl block, SKN-1 inh, MT1-MMP act inh, Rpn11 block
1) O=S(=O)(Nc1cccc2[nH]ncc12)c1cccs1
    -17, 5, -7, -6, 0, i, -7, 5, i
2) Cc1c(S(=O)(=O)Nc2ccc(Oc3ccccc3)cc2)c(=O)n(C)c(=O)n1C
    1, 1, 4, 13, -3, i, 0, 0, i
3) Cc1ccccc1NC(=O)COC(=O)c1ccc(S(=O)(=O)N2CCCCCC2)cc1
    3, 1, 17, -2, 14, i, -1, -2, i
4) N#C/C(=C\c1cccs1)C(=O)NCC1CCCO1 (stereo not drawn)
    -1, -1, 9, -6, -4, i, -13, -19, i
5) CCOCCCn1c(SCC(=O)NC2CCCC2)nc2ccccc2c1=O
    3, 1, 6, -8, -4, i, -15, -2, i
6) CC#CC[N+](C)(C)CCCCCCCC
    -2, -2, -1, -1, -4, i, 5, 3, i
7) CC1(C)C(=O)Nc2ccccc2N1C(=O)COc1ccc(C#N)cc1
    -7, 7, -17, -2, 1, i, -16, -1, i
8) C=CCN1C(=O)N(c2ccccc2)C(=O)C1CC(=O)Nc1ccc(OC)cc1 (stereo not drawn)
    1, -4, 6, -3, -3, i, -5, 3, i
9) O=C(NCCCN1CCOCC1)c1cc(-c2ccco2)nc2ccccc12
    17, 4, 20, -3, 13, nt, 12, -5, i
10) Cc1cccc2c(=O)c(C(=O)NCCc3ccccc3)c[nH]c12
    6, 1, -2, -1, -5, i, 4, 6, i
11) COc1ccc(C(C(=O)NCC2CCCO2)N(Cc2cccs2)C(=O)c2snc(C(N)=O)c2N)cc1 (stereo not drawn)
    2, 0, 1, -1, -8, i, 13, -8, i
12) CCOCCCn1c(C)nc2c(c1=O)c1nc3ccccc3nc1n2-c1ccc(C)cc1
    1, -3, -4, -11, 5, +, 12, 0, i
13) NC(=O)c1ccc(-c2ccc(N3C(c4ccsc4)=Cc4ccc(F)cc4C3CC(=O)c3ccco3)cc2)cc1 (stereo not drawn)
    4, nt, nt, 12, 29, i, 23, -8, nt
14) Cc1ccc(CN(C)C[C@@H]2OCc3cnnn3CCCC(=O)N([C@@H](C)CO)C[C@H]2C)cc1
    -5, -1, 0, -5, 6, i, 5, 1, i
15) Brc1ccccc1Cn1c(-c2cscn2)nc2ccccc21
    -1, -2, 12, 17, 6, i, -5, 5, i
16) O=C(O)c1cccc(S(=O)(=O)Nc2ccc(O)cc2Sc2nc3ccccc3s2)c1
    -4, 1, 11, -6, -1, i, 13, -2, i
17) CCOc1ccccc1NC(=O)CN(c1ccc(OC)cc1OC)S(=O)(=O)c1ccccc1[N+](=O)[O-]
    -1, 1, 10, 25, -2, i, 3, 0, i
18) Oc1c(Br)cc(Br)cc1CNc1cnc2ccccc2c1
    0, -1, -8, 26, 7, i, 16, 3, i
19) COc1cc(C2C(C(=O)c3cccs3)=C(O)C(=O)N2c2cc(C)on2)ccc1O (stereo not drawn)
    6, 0, -4, -11, 2, i, -7, -3, i
20) Cn1cc(CNC(=O)c2ccc3nc(Cc4ccccc4F)oc3c2)cn1
    -1, 0, -3, -11, -3, i, 2, -1, i
21) CNC[C@@H]1Oc2c(NC(=O)Nc3ccccc3)cccc2C(=O)N([C@@H](C)CO)C[C@H]1C
    3, 0, -23, -2, 1, i, 10, 4, i
22) O=C(O)C1Cc2ccccc2CN1C(=O)c1ccccc1Cl (stereo not drawn)
    0, -3, -16, -5, 1, i, 12, -2, i
23) COc1ccc(CCNC(=O)CCN2C(=O)COc3ccc(C)cc32)cc1OC
    1, 3, 2, -11, 5, i, -1, 6, i
24) COc1cc(C)ccc1OCCOc1c(C)cc(Cl)cc1Cl
    -14, -3, 7, 17, 6, i, -1, 1, i
25) COC(=O)C1=NN(C(=O)c2ccc(Br)cc2)C(O)(C(C)(C)C)C1 (stereo not drawn)
    -6, -2, 10, 2, 1, i, -6, nt, i
26) COc1ccc(CN2C(=O)NC3(CCCC3)C2=O)cc1F
    -5, 0, 5, -3, -3, i, 7, -1, i
27) CCOC(=O)C1(C)CCCN(C(=O)c2ccc(OC(F)F)cc2)C1 (stereo not drawn)
    -1, 0, 14, -6, -2, i, 16, -1, i
28) O=C(O)c1ccccc1OCCN1CCCC1=O
    1, 1, 5, -7, 1, i, 3, 3, i
29) O=C1N=C(N2CCCCC2)S/C1=C\c1ccccc1F
    2, 0, 8, 0, -2, i, 21, 1, i
30) CNC(=S)NC12CC3CC(CC(C3)C1)C2
    -2, 1, 8, 0, 0, i, 6, 3, i
31) O=C(CN1C(=O)/C(=C2\SC(=S)N(C3CCS(=O)(=O)C3)C2=O)c2ccccc21)Nc1ccccc1 (stereo not drawn)
    0, -2, 22, 10, 12, i, -14, -5, i
32) CC(C)C[C@@H]1CN(CCCC[C@H]2CNC(=O)C(=O)N2CCC2CCCCC2)C(=O)C(=O)N1CCc1ccc(O)cc1
    -9, nt, nt, 4, 15, i, 11, 1, nt
33) Cc1cc(NC(=O)CN2C(=O)NC(C)(c3ccc(Cl)cc3)C2=O)no1 (stereo not drawn)
    -2, 4, 6, -4, -2, i, 2, 8, i
34) NC(=O)C1(N2CCCCC2)CCN(C(=S)Nc2ccc(F)c(Cl)c2)CC1
    13, -1, -102, -3, -1, i, 1, 1, i
35) N#Cc1cc(-c2ccccc2)nnc1Oc1ccccc1
    -13, -2, -15, 4, -3, i, 18, 10, i
36) NNC(=O)c1ccc(COc2cccc3ccccc23)cc1
    4, -2, 2, -8, 3, i, -12, 3, i
37) COC(=O)C1C(=O)N(S(=O)(=O)c2ccc([N+](=O)[O-])cc2)c2ccccc21 (stereo not drawn)
    1, nt, nt, nt, nt, i, -1, 6, nt
38) CNc1ccc([N+](=O)[O-])cc1C(=O)O
    3, -3, 2, -5, -1, i, 0, 3, i
39) CCC(C(=O)NCCC(C)C)n1ccc2cc(S(=O)(=O)N3CCCCC3)ccc21 (stereo not drawn)
    8, -2, -6, 23, -4, i, 6, -2, i
40) CCCCC(SCC(=O)Nc1ccccc1)C(=O)O (stereo not drawn)
    2, -1, 6, -7, -1, i, 16, 2, i
41) COc1cccc(Nc2nc(-c3sc(NC(=O)CC(C)C)nc3C)cs2)c1
    7, 0, 8, 9, 26, i, 17, -1, i
42) COc1ccc(OC)c(Cc2nnc(CCC(=O)N3CCN(C4CCCC4)CC3)o2)c1
    -1, 1, -1, -2, 2, i, 10, -9, i
43) CCCC(=O)C1=C(O)C(C(=O)OC)C(C)(C)CC1=N (stereo not drawn)
    4, -3, -8, -3, -1, i, 24, 0, i
44) O=C(NC(=O)c1ccccc1N1CCCCC1)Nc1ccc(Br)cc1
    -1, 1, 0, 25, 4, i, -4, -1, i
45) CC1(C)CC(=O)C/C(=N\NC(=O)C2CC2c2ccccc2)C1 (stereo not drawn)
    -9, 0, -8, 2, -1, i, 16, 2, i
46) O=C(Cn1cc([N+](=O)[O-])cn1)NCc1ccccc1Cl
    108, -1, -3, 3, 0, i, -8, 4, i
47) CCc1nnc(NC(=O)c2ccc(F)c(S(=O)(=O)N3CCCCC3)c2)s1
    -2, 3, -7, -8, -7, i, 10, -1, i
48) COc1cc([N+](=O)[O-])ccc1NC(=O)NCC1CCN(Cc2ccc(Cl)cc2)CC1
    -2, 1, -12, 6, 12, i, 10, 3, i
49) COc1cccc(C(=O)NNC(=S)NC2CCCCC2)c1
    -5, 2, -7, -9, -3, i, 20, -1, i
50) O=C(NCCCN1CCOCC1)c1ccc2c(c1)N(Cc1ccccc1)CCS2
    -2, -2, 4, -5, -9, nt, -11, -2, i

An excerpt of these results, screen by screen.
#32 CC(C)C[C@@H]1CN(CCCC[C@H]2CNC(=O)C(=O)N2CCC2CCCCC2)C(=O)C(=O)N1CCc1ccc(O)cc1
#33 Cc1cc(NC(=O)CN2C(=O)NC(C)(c3ccc(Cl)cc3)C2=O)no1 (stereo not drawn)

compound no.	32	33
CSN inh	-9	-2
Rin1-Abl PPI inh	nt	4
PABP1 MLLE inh	nt	6
FAS TE block	4	-4
NadD block	15	-2
Neddyl block	i	i
SKN-1 inh	11	2
MT1-MMP act inh	1	8
Rpn11 block	nt	i

Structures above printed as active in Neddyl block:
No. | molecule | CSN inh | Rin1-Abl PPI inh | PABP1 MLLE inh | NadD block | Neddyl block | SKN-1 inh | MT1-MMP act inh | Rpn11 block
12 | CCOCCCn1c(C)nc2c(c1=O)c1nc3ccccc3nc1n2-c1ccc(C)cc1 | 1 | -3 | -4 | 5 | + | 12 | 0 | i

Complete entries as entered above. Order of values: CSN inh | Rin1-Abl PPI inh | PABP1 MLLE inh | FAS TE block | NadD block | Neddyl block | SKN-1 inh | MT1-MMP act inh | Rpn11 block
Profile of CC1(C)CC(=O)C/C(=N\NC(=O)C2CC2c2ccccc2)C1 (stereo not drawn) : -9 | 0 | -8 | 2 | -1 | i | 16 | 2 | i
Profile of COc1cccc(C(=O)NNC(=S)NC2CCCCC2)c1 : -5 | 2 | -7 | -9 | -3 | i | 20 | -1 | i

4 compounds already listed, sorted by molecular weight, low to high:
Each structure is followed by: CSN inh, Rin1-Abl PPI inh, PABP1 MLLE inh, FAS TE block, NadD block, Neddyl block, SKN-1 inh, MT1-MMP act inh, Rpn11 block
7) CC1(C)C(=O)Nc2ccccc2N1C(=O)COc1ccc(C#N)cc1
    -7, 7, -17, -2, 1, i, -16, -1, i
20) Cn1cc(CNC(=O)c2ccc3nc(Cc4ccccc4F)oc3c2)cn1
    -1, 0, -3, -11, -3, i, 2, -1, i
44) O=C(NC(=O)c1ccccc1N1CCCCC1)Nc1ccc(Br)cc1
    -1, 1, 0, 25, 4, i, -4, -1, i
31) O=C(CN1C(=O)/C(=C2\SC(=S)N(C3CCS(=O)(=O)C3)C2=O)c2ccccc21)Nc1ccccc1 (stereo not drawn)
    0, -2, 22, 10, 12, i, -14, -5, i

More results follow:
Each structure is followed by: CSN inh, Rin1-Abl PPI inh, PABP1 MLLE inh, FAS TE block, NadD block, Neddyl block, SKN-1 inh, MT1-MMP act inh, Rpn11 block
51) COc1ccc(-n2c(SCC(=O)Nc3nccs3)nnc2-c2ccc(Cl)cc2)cc1
    4, -2, -131, -3, 2, i, 7, nt, i
52) O=C(CSc1nc2nn(-c3ccccc3)c(=O)c-2c2n1CCCCC2)Nc1ccc(F)c(F)c1
    6, 0, 11, 40, 39*, i, 8, 3, i
53) Cc1ccc2nc(SC(C)C(=O)N3CCOCC3)[nH]c2c1 (stereo not drawn)
    -3, 1, 15, -4, -3, i, 2, 5, i
54) N#Cc1nc(Nc2cccc(Cl)c2)c2ncn(C3CCCC3)c2n1
    1, 3, -22, 24, 0, i, -12, 28, i
55) COc1ccc(-c2ccc(NC(=O)c3ccco3)cc2)nn1
    -5, -1, -1, -5, 1, i, 15, -1, i
